# Rhodamine fluor – compound autofluorescence in rhodamine spectral region; Rhodamine-region fluorescence, 547/598 nm, Tris buffer; stronger effect = higher value; max dye-equivalent concentration, M; 59,000 compounds, 0.05% hits; AID 594; in the data active means max dye-equivalent concentration above about 11 nM; inconclusive means between about 1.1 nM and that limit
#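 qHTS spectral profiling of compounds without any target or enzyme present, in pH 8.0 Tris buffer; plates were read after a 15-minute room-temperature incubation using the rhodamine-region filter set.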
# TexasRed autofl – compound fluoresces in the Texas Red spectral region; Compound fluorescence, Texas Red channel, 547/618 nm; stronger effect = higher value; max dye-equivalent concentration, M; 59,000 compounds, 0.06% hits; in the data active means max dye-equivalent concentration above about 10 nM; inconclusive means between about 1.1 nM and that limit
#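 Spectral interference profiling: each compound concentration's relative fluorescence, read with a 547 nm excitation and 618 nm emission filter pair, was normalized to a per-plate Texas Red standard curve.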
# Casp7 inh – allosteric or competitive inhibitors of human caspase-7 | recombinant caspase-7, Ac-DEVD-AFC fluorescence rate | Potency, µM (series often up to 57.5 µM), without a hit: at the highest dose activity change, negative = inhibition, usual class: inhibitors | 75,000 compounds, 0.02% hits | AID 889; active means well fitted inhibition curve with a large enough effect in the main read-out, with a control signal flat, not every such curve was filed as active; inconclusive means small, poorly fitted or top-dose-only effect, or a change in a side signal; further: potency means the concentration at half of the fitted maximal effect; % of control where 0% means no effect
# HADH2 inhib – HADH2 (human) dehydrogenase inhibition; Q99714; recombinant HADH2, NADH fluorescence, beta-hydroxybutyryl-CoA; Potency, µM (titrated, usually from 57.1 µM), for the others: at the highest dose activity change, negative = inhibition, most hits filed as inhibitors; 73,000 compounds, 3.4% hits; AID 886; further: potency means the concentration at half of the fitted maximal effect; on the % scale 0 is the no-effect control and ±100 the full control effect; nearly all actives have a fitted effect of over 60% in size; many of its hits are not listed in these tables
#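 Buffer 100 mM Tris-HCl pH 9.0/0.01% Tween-20; HADH2 20 nM; NAD+ 1 mM; beta-hydroxybutyryl-CoA 90 uM (all final). 15 min cpd preincubation, RT.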
# USP2a inh – blocks human ubiquitin-specific protease USP2a; O75604; USP2a enzymatic assay, qHTS inhibition; Potency, µM (top dose mostly 38.3 µM), without a hit: at the highest dose activity change, negative = inhibition, most hits filed as inhibitors; 60,000 compounds, 0.1% hits; AID 927;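 further: potency means the concentration at half of the fitted maximal effect; nearly all actives have a fitted effect of over 60% in size; plate controls were DMSO for no effect and NEM full inhibition control for full effect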
#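 Inhibition is measured in a cell-free coupled assay with 20 nM USP2 core, 20 nM Ub-PLA2 and 20 uM NBD C6-HPC, 2.5 h incubation. Activity normalized to NEM control.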
# HEK293 cAMP cs – parental HEK293 cAMP activation (counter-screen) | 73,000 compounds, 2.5% hits | parental HEK293 CNG cAMP sensor, membrane potential fluorescence | AID 938 | Potency, µM (titrated, usually from 57.1 µM), for the others: at the top dose activation, most hits filed as activators; further: potency means the concentration at half of the fitted maximal effect; % of control where 0% means no effect; nearly all actives have a fitted effect of over 55% in size
#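 Parental HEK 293 cells stably expressing a modified CNG channel (no TSHR) report cAMP rise as membrane depolarization. Membrane potential dye with 100 uM RO 20-1724 was loaded for 60 min at room temperature, then compound added for 30 min; fluorescence read at 590 nm.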
# Caspase-1 inhib – allosteric or competitive inhibitors of human caspase-1 | Caspase-1 enzyme, Ac-WEHD-AFC fluorogenic rate | Potency, µM (doses to about 57.5 µM), for the others: at the top dose activity change, negative = inhibition, hits mostly inhibitors | 75,000 compounds, 0.03% hits | AID 900;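 further: potency means the concentration at half of the fitted maximal effect; plate controls were vehicle for no effect and no substrate for full effect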
# ERK AVP block – vasopressin-driven ERK pathway inhibition. HEK293-V1b, vasopressin-stimulated pERK AlphaScreen. Potency, µM (highest dose often 57.5 µM), without a hit: at the top dose activity, negative = inhibition, actives largely listed as inhibitors. 72,000 compounds, 0.99% hits. AID 995; further: potency means the concentration at half of the fitted maximal effect; on the % scale 0 is the no-effect control and ±100 the full control effect; nearly all actives have a fitted effect of over 55% in size
#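 qHTS, compounds titrated on V1b-expressing HEK293 cells. Preincubation 30 min at 37C, vasopressin 25 nM for 5 min, lysis 10 min, bead incubation 5 hr at room temperature.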
# FLuc inh – firefly luciferase inhibition; purified firefly luciferase, luminescence, 8 min; P08659; Potency, µM (doses to about 57.1 µM), for the others: at the top dose activity change, negative = inhibition, actives largely listed as inhibitors; 72,000 compounds, 2.2% hits; further: potency means the concentration at half of the fitted maximal effect; on the % scale 0 is the no-effect control and ±100 the full control effect; nearly all actives have a fitted effect of over 40% in size
#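 qHTS concentration-response profiling: light output of P. pyralis luciferase with luciferin and 10 uM ATP, imidazole buffer pH 7.2. Read by luminescence after 8-min room-temperature incubation.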
# Tau fil binding – binds recombinant human tau filaments; recombinant tau filaments, thioflavin S fluorescence, 15 h; filaments grown with octadecylsulfate alongside compound; Potency, µM (titrated, usually from 57.1 µM), inactives show at the top dose activity change, negative = inhibition; 71,000 compounds, 2% hits; AID 596;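 further: potency means the concentration at half of the fitted maximal effect; on the % scale 0 is the no-effect control and ±100 the full control effect; actives lower thioflavin S fluorescence by blocking filaments or displacing dye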
#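 Quantitative HTS: thioflavine S signal from ODS-induced tau filaments, excited at 450 nm, emission 510 nm. Conditions: 1 uM tau, 30 uM ODS, 15 h at 37 C, pH 7.4.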
# Fluorescein fluor – fluorescein region autofluorescence; max fluorescein-equivalent concentration, M; AID 593; Compound autofluorescence, 480/540 nm, fluorescein-equivalent; stronger effect = higher value; 59,000 compounds, 0.91% hits; in the data active means max fluorescein-equivalent concentration above about 10 nM; inconclusive means between about 1.1 nM and that limit
#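 Each compound is tested across a concentration series in 100 mM Tris buffer at pH 8.0. After 15 min at room temperature, plates are imaged with 480 nm excitation and 540 nm emission filters, and intensities are converted to fluorescein-equivalent values.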
# * hit, by the source's call; i = inactive; ? = inconclusive; / = not tested or not shown; & = joins results of further samples; [ ] = remark or other dose. Unless noted, the call rests on the fitted dose curve; in most records, active means well fitted curve in the direction sought with a large enough effect; inconclusive means small, poorly fitted or top-dose-only effect, or another doubt; inactive means no such curve, though single readings can be large; an effect the other way counts as inactive or inconclusive. An excerpt (hit frequency here may not be typical).
SMILES	Rhodamine fluor	TexasRed autofl	Casp7 inh	HADH2 inhib	USP2a inh	HEK293 cAMP cs	Caspase-1 inhib	ERK AVP block	FLuc inh	Tau fil binding	Fluorescein fluor
CC1(C)C2CC=C(CN3CCC(O)CC3)C1C2 (stereo unspecified)	i	i	0%	8%	1%	15%	-1%	-10%	1%	-8%	i
Oc1cc(Cl)c(Cl)c(Cl)c1	/	/	-2%	?	/	-3%	-2%	-14%	/	-7%	/
Cn1cc(C(=O)C(=O)N[C@H]2CN3CCC2CC3)c2ccccc21	/	/	0%	-7%	/	19%	-2%	-6%	-3%	?	/
CCSC(=O)N1CCCCCC1	/	/	-1%	0%	/	17%	-4%	23%	/	-1%	/
C[C@@H]1CC[C@@]2(OC1)O[C@H]1[C@@H](O)[C@H]3[C@@H]4CC[C@H]5C[C@@H](O[C@@H]6O[C@H](CO)[C@H](O[C@@H]7O[C@H](CO)[C@@H](O)[C@H](O[C@@H]8OC[C@@H](O)[C@H](O)[C@H]8O)[C@H]7O[C@@H]7O[C@H](CO)[C@@H](O)[C@H](O[C@@H]8O[C@H](CO)[C@@H](O)[C@H](O)[C@H]8O)[C@H]7O)[C@H](O)[C@H]6O)[C@H](O)C[C@]5(C)[C@H]4CC[C@]3(C)[C@H]1[C@@H]2C	/	/	0%	11%	/	?	-1%	32µM*	/	78%	/
O=C1C=C2C=C[C@H]3C[C@@]2(O1)[C@H]1CCCCN31	i	i	0%[25.7 µM]	-5%	-5%[17.1 µM]	-1%	2%[25.7 µM]	14%[25.7 µM]	0%[11.4 µM]	-26%	i
C[C@@H]1OC=C2[C@@H](O)[C@H]3O[C@H]3C(=O)[C@@]23[C@H]1[C@H]1C2=C([C@@H](O)[C@H]4O[C@@H]4C2=O)[C@@H]3O[C@@H]1C	/	/	0%[11.5 µM]	?	/	2%[11.4 µM]	-2%[11.5 µM]	7%[11.5 µM]	0%[11.4 µM]	/	/
O=C1CCCC2=C1C(c1cccnc1)Nc1ccccc1N2 (stereo unspecified)	/	/	-3%	-7%	-2%	-1%	-1%	-8%	3%	2%	/
C=CC(=C)C	/	/	-3%	0%	/	?	-5%	9%	/	0%	/
OC1(c2ccc(F)cc2)CC2CCC(C1)N2Cc1nnnn1C1CCCC1 (stereo unspecified)	i	i	0%	5%	63%[activator]	15%	-1%	30%[activator]	3%	2%	?

# The last 2 records of the section before open the next one.
SMILES	Rhodamine fluor	TexasRed autofl	Casp7 inh	HADH2 inhib	USP2a inh	HEK293 cAMP cs	Caspase-1 inhib	ERK AVP block	FLuc inh	Tau fil binding	Fluorescein fluor
C=CC(=C)C	/	/	-3%	0%	/	?	-5%	9%	/	0%	/
OC1(c2ccc(F)cc2)CC2CCC(C1)N2Cc1nnnn1C1CCCC1 (stereo unspecified)	i	i	0%	5%	63%[activator]	15%	-1%	30%[activator]	3%	2%	?
CCCc1cc2c(n1Cc1ccco1)C(C)C1CN(C(=O)c3ccccc3)C(C)(C(=O)OC)C21 (stereo unspecified)	/	/	?	?	/	21%	-11%	?	/	46%	/
COc1cc2c3c(c1OC)-c1cc(O)ccc1CC3NCC2 (stereo unspecified)	i	?	-10%	-3%	-7%	2%	-13%	0%	1%	6%	?
Cc1nn(-c2ccccc2)c2c1CC1(C(=O)N(C)C(=O)N(C)C1=O)C1CCCCN21 (stereo unspecified)	i	i	0%	-9%	12%	8%	2%	6%	-1%	-3%	?
CC1=CC(C)C(COC(N)=O)(COC(N)=O)C(C)C1 (stereo unspecified)	i	?	4%	11%	21%	2%	-3%	3%	0%	-15%	?
N[C@H](CCCCCP(=O)(O)O)C(=O)O	i	?	1%&-1%	7%&-9%&-5%&-12%	1%&5%	?	3%&-2%	14%&6%	4%&0%&1%&-1%	18%&-1%&-1%&0%	?
Cc1cccc([C@H](C)c2cnc[nH]2)c1C	/	/	-1%	0%	/	?	4%	3%	-1%	?	/
CN1CCN(c2nc3ccccc3c(=O)n2-c2ccccc2)CC1	/	/	0%	-6%	/	5%	5%	2%	-4%	-10%	/
CCOC(=O)c1c(C)n(Cc2ccco2)c2ccc(OC)cc12	/	/	-5%	-11%	-22%	25µM*	-4%	18%	-2%	20%	/
CN(C)CCc1nc2ccccc2c(=O)n1-c1ccccc1	i	i	0%	2%	-2%	13%	1%	-22%	-4%	2%	i
CC(C)CC(N(C)C)C1(c2ccc(Cl)cc2)CCC1 (stereo unspecified)	/	/	0%&-1%	-4%	0%	25µM*	-3%&1%	?	/	/	/
C[C@@]12CC[C@H]3[C@@H](CC[C@]4(O)C[C@H](O)CC[C@@]34C=O)[C@]1(O)CC[C@@H]2C1=CC(=O)OC1	i	i	0%[25.7 µM]	-3%[25.6 µM]	-3%[17.1 µM]	18%[25.6 µM]	0%[25.7 µM]	18%[25.7 µM]	0%[25.5 µM]	1%[25.6 µM]	?
CC(C)CC12CN3CCN(CC(C3)C1O)C2 (stereo unspecified)	/	/	0%	-1%	4%	4%	-4%	-9%	0%	14%	/
N[C@@H](Cc1c[nH]c2ccccc12)c1nnc(SCc2ccccc2)o1	i	i	-6%	5%	23%	-8%	-5%	1%	2%	3%	i
Cc1c(C(=O)c2cccc3ccccc23)c2cccc3c2n1[C@H](CN1CCOCC1)CO3	i	i	-1%	13%	16%	22%	0%	32%[activator]	-1%	-1%	?
C=CCCl	/	/	1%	2%	/	-17%	-2%	6%	/	10%	/
CCCCn1c(=O)c(C(=O)Nc2cnccn2)c(O)c2ccccc21	i	?	0%	6%	8%	15%	0%	-20%	1%	-2%	i
CCCCC	/	/	-1%	-1%	/	-13%	-1%	12%	/	7%	/
CC1CCC(NCCc2ccc3c(c2)OCO3)CC1 (stereo unspecified)	i	i	0%	18%	-29%	?	0%	47%[activator]	2%	?	i
CC(C)(C)C(O)(CCc1ccc(Cl)cc1)Cn1cncn1 (stereo unspecified)	/	/	-1%	-8%	/	1%	-2%	9%	/	-12%	/
CC(=NCCN1CCOCC1)c1c(O)n(-c2ccccc2C)c(=O)[nH]c1=O	i	i	-1%	7%	3%	17%	-5%	17%	4%	-11%	i

# Entries shown so far that have sulfur (two):
SMILES	Rhodamine fluor	TexasRed autofl	Casp7 inh	HADH2 inhib	USP2a inh	HEK293 cAMP cs	Caspase-1 inhib	ERK AVP block	FLuc inh	Tau fil binding	Fluorescein fluor
CCSC(=O)N1CCCCCC1	/	/	-1%	0%	/	17%	-4%	23%	/	-1%	/
N[C@@H](Cc1c[nH]c2ccccc12)c1nnc(SCc2ccccc2)o1	i	i	-6%	5%	23%	-8%	-5%	1%	2%	3%	i

# Exported with values under each structure: entries from further up
# Results follow in this order: Rhodamine fluor, TexasRed autofl, Casp7 inh, HADH2 inhib, USP2a inh, HEK293 cAMP cs, Caspase-1 inhib, ERK AVP block, FLuc inh, Tau fil binding, Fluorescein fluor
> CC(C)(C)C(O)(CCc1ccc(Cl)cc1)Cn1cncn1 (stereo unspecified)
    /, /, -1%, -8%, /, 1%, -2%, 9%, /, -12%, /
> C=CCCl
    /, /, 1%, 2%, /, -17%, -2%, 6%, /, 10%, /

# (cont.)
SMILES	Rhodamine fluor	TexasRed autofl	Casp7 inh	HADH2 inhib	USP2a inh	HEK293 cAMP cs	Caspase-1 inhib	ERK AVP block	FLuc inh	Tau fil binding	Fluorescein fluor
O=C(O)C[C@H]1NCc2cc3ccccc3nc21	i	i	0%[11.5 µM]	-6%[11.4 µM]	/	16%[11.4 µM]	-1%[11.5 µM]	2%[11.5 µM]	1%[11.4 µM]	-26%[11.4 µM]	i
COc1cc(OC)c(OC)cc1CNCCc1ccc(OC)c(OC)c1	i	i	0%	4%	0%	4%	-2%	-10%	5%	-4%	i
CCN(CC)Cc1c[nH]c2ccccc12	/	/	0%	?	18%	-3%	-8%	-20%	-1%	?	/
CN[C@@H]1C[C@H](c2ccc(Cl)c(Cl)c2)c2ccccc21	/	/	0%	5%	/	22%	-1%	?	3%	?	/
COc1ccc(C2C(C(=O)N3CCC4(CC3)OCCO4)CC(=O)N2c2ccc(OC)cc2)cc1 (stereo unspecified)	i	i	-1%	8%	7%	24%	0%	-5%	2%	8%	i
O=C(Nc1ccccc1)N1CC[C@@]2(CCCNC2)C1	i	i	0%	?	7%	12%	?	9%	2%[11.4 µM]	-1%	i
O=C(O)CP(=O)(O)c1ccc(Cl)cc1	/	/	-6%	-2%	-2%	6%	-4%	-11%	4%	3%	/
CCCNS(=O)(=O)c1ccc(OCC(=O)N2CCN(Cc3ccccc3)CC2)cc1	i	i	0%	-4%	13%	-1%	0%	-8%	-3%	-3%	i
CC(C)CN1CC2(CCN(C(=O)Oc3ccccc3)CC2)C1	i	i	1%	-6%	-5%	?	-2%	-6%	2%[11.4 µM]	0%	i
